Autophagy mod = modulators of autophagy | MEF GFP-LC3 puncta imaging; test concentration mostly 10 µM | calls only at 10 µM (by protocol) | 190,000 compounds, 0.98% hits | AID 463193;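 active = percentage of spot-positive cells more than 3 SD above its plate mean, without a fluorescence outlier flag or 80% toxicity; inconclusive = no clear call, values can overlap the other calls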;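 also: spot-positive cell cutoff set from DMSO-treated cells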
MT stabilizer = microtubule stabilization, imaging screen. HeLa tubulin immunostaining HCS, 24 h; share of cells brighter than vehicle mean+2SD. % tubulin-high responders, % at 10 µM. 200,000 compounds, 0.83% hits. AID 2205;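 active = plate Z-score above 3 for both tubulin-high and condensed-nucleus cell shares, with cell loss under 80%, at 10 µM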;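 also: anti alpha tubulin signal scored within the nucleus-defined area of each cell; some results filed as inactive read as strong as hits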
Lipid droplet = hepatic lipid droplet formation modulation; inhibition, % at 6.5 µM; AML12 mouse hepatocytes, oleate lipid droplets, BODIPY imaging; 240,000 compounds, 0.4% hits;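 active = lipid droplet intensity inhibited by at least 50%, with more than 500 cells counted; inconclusive = wells with under 300 cells, treated as cytotoxic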
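Assay system: AML12 hepatocytes (mouse); Probe or stimulus: oleic acid at 100 µM to induce lipid droplet formation; Dosing: compound at 6.5 µM only; Schedule: compound with oleate, overnight; Detection: fluorescence imaging, 20x objective, two fields per well; Measure: % inhibition of lipid droplet signal.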
bCat nuc transl = alters nuclear translocation of beta-catenin in HeLa cells; immunofluorescence imaging; nuclear translocation activity, % at 5 µM; 190,000 compounds, 0.3% hits; AID 1665;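 active = nuclear translocation activity above 50% at 5 µM, with a well cell count of 50 or more; inconclusive = wells under 50 cells across six images, flagged as toxic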;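 also: per-cell ratio of nuclear to cytoplasmic median beta-catenin stain intensity; plate controls were DMSO negative control for no effect and GSK-3 inhibitor IX positive control for full effect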
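Technique: fluorescence imaging of beta-catenin antibody stain plus DAPI / Material: human HeLa cell line / Incubation: compound treatment 24 h, 37°C, 5% CO2 / Read-out basis: % activation of per-cell nuclear versus cytoplasmic median beta-catenin signal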
Insulin prom up = MIN6 insulin promoter up-regulation | MIN6 insulin promoter-GFP reporter, high-content imaging; hits give high values | z-score at 5 µM | 190,000 compounds, 0.3% hits | AID 1625;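 active = z-score above 3 at 5 µM with at least 500 cells counted in the well; inconclusive = wells under 500 cells, flagged as cytotoxic or low count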
Yfh1-off respiration = mitochondrial function rescue without frataxin homolog – Friedreich's ataxia, plus single-dose screen, dose response (AID 1465); fold induction at 50 µM, or EC50 in µM where a hit was titrated; 220,000 compounds, 0.074% hits; S. cerevisiae Yfh1-off respiration, WST-1 reduction, 72 h; higher fold induction means a stronger effect;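 active = fold induction of absorbance versus untreated yeast above a set limit, then at least 30% activation at any dose in follow-up; inconclusive = repeats straddling the limit, or above it without dose testing; inactive = fold induction below the set limit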;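 also: activators that raise dye reduction in frataxin-depleted yeast; strong numbers were not always called active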
WT yeast gro inh = growth inhibition of WT yeast, mitochondrial fusion screen | mitochondrial fusion phenotypic screen, WT strain | inhibition, % at 10 µM | 190,000 compounds, 2.1% hits | AID 1362; in the data active = inhibition above about 58%; tested in S. cerevisiae
Dynein transport = dynein cargo transport inhibition. 3617.4 mouse cells, GR-EGFP nuclear translocation imaging; test concentration mostly 20 µM; stimulated with dexamethasone, 1 µM; hits give low values. z-score, hits read low. 220,000 compounds, 0.47% hits. AID 1381;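 active = plate z-score of nuclear minus cytoplasmic receptor signal below a set negative limit, without overly bright fluorescence or cell loss, cut at about -3.5 in these data, passing the limit was not always enough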;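 also: z-score of nuclear minus cytoplasmic ring GR-EGFP intensity difference per well; some compounds called inactive have numbers as strong as hits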
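Buffer or medium: tet-free, stripped-serum medium; reagent: dexamethasone at 1.0 µM final, 30 min; incubation: 48 h induction, 1 h compound, 30 min dex at 37 °C; measured by: formaldehyde fixation, Hoechst nuclear stain, 10x automated fluorescence imaging; read-out: nuclear-to-cytoplasmic GR-EGFP distribution per well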
NOD2 inhibition = NOD2 signaling inhibitors, cell-based, luminescence, uHTS, HEK293 (AID 1566); HEK293 NOD2/NF-kB luciferase reporter, luminescence; higher % means a stronger effect; inhibition, % at 4 µM; hits with a dose series show EC50 in µM; 290,000 compounds, 0.63% hits; in the data active = inhibition above about 50%; also: many of its hits are not listed in these tables
WT yeast gro inh mutant strain = recorded beside WT yeast gro inh, whose call it bears; inhibition, %; mitochondrial fusion phenotypic screen, mutant strain inhibition
Dynein transport cytoplasmic EGFP = recorded beside Dynein transport, whose call it bears; z-score; measured here: cytoplasmic GR-EGFP intensity; hits give high values
Dynein transport nuclear GR-EGFP = recorded beside Dynein transport, whose call it bears; z-score; measured here: nuclear GR-EGFP intensity;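 lower value marks the stronger effect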
Dynein transport cell count = also measured in Dynein transport; calls as there; z-score; measured here: cell count per field
Insulin prom up cell count = further read-out of Insulin prom up, marked with its call; cell count; measured here: cytotoxicity, nuclei count;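 total cells summed across four imaged fields per well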
Lipid droplet cells 6.5 µM = second read-out of Lipid droplet, no call of its own (marks repeat the call); cell count; measured here: cell count, cytotoxicity flag;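 cells counted across two imaged fields per well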
bCat nuc transl cell count 5 µM = second read-out of bCat nuc transl, no call of its own (marks repeat the call); cell count; measured here: cell count, cytotoxicity flag
MT stabilizer Hoechst-high % = recorded beside MT stabilizer, whose call it bears; % Hoechst-high responders; measured here: nuclear condensation Hoechst responders;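 share of cells brighter than vehicle mean plus two SD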
MT stabilizer cytotoxicity % = recorded beside MT stabilizer, whose call it bears; toxicity, %; measured here: cytotoxicity by cell density;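 0% = mean cell density of plate MIN control wells and 100% = no cells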
Autophagy mod cell loss 18 h = recorded beside Autophagy mod, whose call it bears; toxicity, %; measured here: cell loss, nuclei count;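 cell loss after 18 h compound exposure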
Active calls of the source: *; i = inactive; u = inconclusive; x = not tested or not shown.

| cpd | SMILES | MT stabilizer Hoechst-high % | Yfh1-off respiration | WT yeast gro inh | Insulin prom up | Dynein transport cytoplasmic EGFP | Dynein transport | MT stabilizer cytotoxicity % | Lipid droplet cells 6.5 µM | Autophagy mod | WT yeast gro inh mutant strain | Insulin prom up cell count | NOD2 inhibition | bCat nuc transl | Dynein transport nuclear GR-EGFP | Autophagy mod cell loss 18 h | Lipid droplet | bCat nuc transl cell count 5 µM | MT stabilizer | Dynein transport cell count |
| --- | --- | --- | --- | --- | --- | --- | --- | --- | --- | --- | --- | --- | --- | --- | --- | --- | --- | --- | --- | --- |
| 1 | Cc1ccc2cc(/C=C3\N=C(c4ccccc4)OC3=O)c(N3CCOCC3)nc2c1 | 2.3 | i | -5 | -0.14 | -0.084 | -1.7 | 0.1 | x | i | -38 | 1558 | 9% | -3.4 | -1.1 | -3 | x | 1052 | 3.8 | 0.46 |
| 2 | Nc1nnnn1/N=C/c1cccc(Oc2ccccc2)c1 | 2.5 | i | 10 | -0.99 | 1.7 | -1.4 | 14 | 737 | i | -4 | 949 | -7% | -3.5 | -0.37 | 7 | 8 | 1150 | 5.3 | 0.97 |
| 3 | O=C(O)CCC(=O)OCC1CCCCC1 | 0.9 | i | -4 | -0.47 | 0.45 | -0.14 | 3.5 | 759 | i | -4 | 901 | 21% | 7.0 | 0.44 | 2 | -1 | 1225 | 2.1 | 0.69 |
| 4 | CC(C)c1ccc(C(=O)NCCCN2CCN(CCCNC(=O)c3ccc(C(C)C)cc3)CC2)cc1 | 2.7 | i | 11 | 0.08 | -0.3 | 1.1 | 0.0 | 639 | i | -21 | 1195 | 5% | -0.7 | 0.22 | 11 | -3 | 917 | 3.1 | -0.65 |
| 5 | O=C(COC(=O)[C@@H]1CC(O)CN1S(=O)(=O)c1ccc2c(c1)OCCO2)Nc1ccccc1F (stereo partly drawn) | 1.7 | i | 1 | -0.97 | -0.16 | -0.81 | 4.5 | 645 | i | 4 | 1148 | -5% | 1.2 | -0.3 | 7 | -8 | 1053 | 1.1 | -0.083 |
| 6 | CCN(CC)c1ncnc2c1cnn2C | 1.4 | i | -6 | -0.58 | 0.12 | 0.092 | 0.3 | x | i | 31 | 957 | 4% | 0.0 | 0.47 | 22 | x | 1109 | 5.0 | -0.33 |
| 7 | CCCCc1ccc(CC(=O)O)cc1 | 1.5 | i | -20 | 1.3 | -0.21 | 0.19 | 9.1 | x | x | 10 | 1321 | 7% | -5.0 | 0.42 | x | x | 856 | 1.3 | -0.12 |
| 8 | COc1cccc(N2CCN(C(=O)CN(c3ccc(C)cc3)S(=O)(=O)c3c(C)n[nH]c3C)CC2)c1 | 2.3 | i | 2 | 0.06 | -0.11 | -0.25 | 8.7 | x | i | 19 | 952 | 10% | -2.8 | -0.11 | 8 | x | 1100 | 3.0 | -0.33 |
| 9 | CCOC(=O)C1=C(N)OC2=C(C(=O)CCC2)C1c1cccnc1 (stereo not drawn) | 2.0 | i | -6 | x | -0.21 | 0.54 | 2.9 | x | i | 3 | x | 1% | x | 0.44 | -5 | x | x | 1.9 | 0.29 |
| 10 | COc1ccc(NC(=O)CSc2nnc(C3CCCCC3)o2)c(OC)c1 | 1.8 | i | -10 | 0.16 | -0.24 | -0.045 | 2.7 | x | i | -4 | 1625 | 18% | -1.6 | -0.66 | -1 | x | 1308 | 3.1 | 0.39 |
| 11 | Cc1ccc([N+](=O)[O-])cc1Nc1nc(N2CCOCC2)nc(N2CCOCC2)n1 | 2.4 | i | 22 | -0.06 | -0.19 | -0.44 | 5.6 | 682 | i | 3 | 1224 | -8% | -0.5 | -0.33 | 0 | 1 | 1554 | 1.3 | -0.44 |
| 12 | CC(C)(C)NC(=O)c1ccc2nsnc2c1 | 1.9 | i | -36 | 0.72 | -0.27 | -0.23 | 2.7 | 617 | i | -11 | 1394 | 6% | -2.1 | 0.51 | 8 | 10 | 525 | 2.6 | 0.023 |
| 13 | C=CCNC(=O)C1CCN(c2ccc(S(=O)(=O)N3CCOCC3)cc2[N+](=O)[O-])CC1 | 1.3 | i | 2 | 0.39 | -0.24 | 1 | 0.6 | 676 | i | -8 | 1450 | -8% | -4.1 | 0.92 | 1 | -3 | 1037 | 2.3 | -1.4 |
| 14 | C/C(CC(=O)Nc1ccc(Br)cc1)=N\NC(=O)Cc1csc(N)n1 | x | i | x | 0.72 | -0.079 | -0.55 | x | 661 | x | x | 840 | -26% | 0.3 | 0.48 | x | 8 | 1315 | x | -0.87 |
| 15 | CC(C)(C)CC(=O)OCC(=O)Nc1cc(C(C)(C)C)nn1-c1ccccc1 | 1.7 | i | -1 | 0.23 | -0.18 | 0.15 | 8.8 | 801 | i | 8 | 952 | -2% | 0.3 | 0.55 | -9 | -13 | 1146 | 1.9 | -0.0033 |
| 16 | CCN(CC)S(=O)(=O)c1cc(C(=O)NC2=NCCS2)ccc1Cl | 1.2 | i | 17 | -0.46 | -0.16 | -0.13 | 6.9 | x | i | 11 | 956 | -10% | x | 0.28 | -5 | x | x | 1.0 | 0.21 |
| 17 | CCc1ccc(NC(=S)N(CCCN2CCN(C)CC2)Cc2cccs2)cc1 | 2.6 | i | -23 | x | -0.22 | 0.77 | 12 | 548 | i | 5 | x | -6% | -3.8 | 0.44 | -2 | -7 | 1184 | 2.2 | -0.31 |
| 18 | CN(C)C(=O)COC(=O)/C=C/c1cn(-c2ccccc2)nc1-c1cccs1 | 1.8 | i | 18 | 0.82 | 0.32 | 0.54 | 6.8 | 691 | i | 11 | 1302 | 15% | -2.8 | 0.49 | -5 | 10 | 1109 | 1.2 | -1.3 |
| 19 | CCCCCc1ccc(-c2ccc(/C=C/C(N)=O)cc2)nc1 | 1.5 | i | 15 | 0.17 | -0.27 | -0.95 | 13 | 537 | i | 4 | 1410 | -57% | 0.6 | -0.2 | 7 | 0 | 1151 | 5.5 | 1.4 |
| 20 | NC(=O)COC(=O)c1cc(=O)[nH]c2ccccc12 | x | i | x | 0.16 | -0.22 | 0.3 | x | 707 | x | x | 1479 | 14% | -2.7 | 0.048 | x | -3 | 1167 | x | -0.14 |
| 21 | NS(=O)(=O)c1ccc(CCNC(=O)NC2CCCCC2)cc1 | x | i | x | -0.33 | -0.27 | 0.43 | x | 729 | x | x | 1051 | 10% | 0.4 | 0.13 | x | -1 | 1303 | x | 0.3 |
| 22 | CCNC(=O)NC(=O)C(C)OC(=O)c1ccc(-n2nc(SC)sc2=S)cc1 (stereo not drawn) | 1.4 | i | 16 | 0.37 | -0.25 | -0.28 | 6.9 | 553 | i | 0 | 1487 | 12% | 0.2 | -0.28 | -6 | -24 | 1133 | 4.3 | 0.14 |
| 23 | c1ccc(C(c2ccccc2)N2CCN(Cc3nc(-c4cnccn4)no3)CC2)cc1 | x | i | x | -1.3 | -0.21 | -0.99 | x | 731 | x | x | 1130 | 16% | -0.6 | -0.58 | x | -1 | 1365 | x | 0.94 |
| 24 | O=C(CSc1nnc(-c2cccnc2)n1Cc1ccco1)c1ccccc1 | 1.9 | x | -3 | 1.1 | -0.21 | -0.45 | 8.4 | 783 | i | 1 | 1096 | 11% | -1.1 | -0.39 | -5 | 11 | 1100 | 3.1 | 0.68 |
| 25 | CCCCC1=CC2=CC(=O)C(C)(OC(=O)CC)C(=O)C2=CN1CCc1ccccn1 (stereo not drawn) | x | i | x | -1.3 | -0.78 | -0.25 | x | x | x | x | 1045 | 9% | -1.1 | -0.17 | x | x | 1227 | x | -0.016 |
| 26 | COc1ccc(CN2CC(C(=O)NCCCN3CCCCCC3)CC2=O)cc1 (stereo not drawn) | 1.9 | i | -10 | -0.29 | 0.31 | -1 | 1.8 | x | i | -3 | 1079 | 4% | 1.7 | -0.41 | -2 | x | 1360 | 2.9 | 0.49 |
| 27 | Cn1cnnc1Sc1ccc(C(F)(F)F)cc1[N+](=O)[O-] | 1.0 | u | 1 | -0.33 | -0.19 | -0.063 | 1.6 | 694 | i | 8 | 1324 | 15% | 0.0 | -0.16 | -2 | -6 | 1081 | 2.8 | -0.029 |
| 28 | CCCNc1cc(C)oc(=O)c1C(=O)CC | 2.8 | i | -5 | -1.1 | -0.23 | 1.3 | 7.9 | 754 | i | -5 | 1403 | 2% | -0.1 | 1.2 | 0 | 20 | 1114 | 4.3 | -0.79 |
| 29 | Cc1cccc(N=C2NC(=O)/C(=C/c3cccnc3)S2)c1 | x | i | x | -0.09 | -0.21 | -0.68 | x | 658 | x | x | 1082 | 6% | -0.2 | -0.034 | x | -1 | 1337 | x | 0.89 |
| 30 | NC(=O)c1cc2ccccc2o/c1=N\NC(=O)c1ccco1 | 1.8 | i | -11 | 0.19 | -0.12 | -0.38 | 5.7 | 610 | i | 4 | 1461 | -35% | -0.5 | -0.26 | 13 | 4 | 1116 | 6.1 | 0.41 |
| 31 | O=C(CSc1ccccc1)Nc1cc(Cl)ccc1Oc1ccccc1 | 2.8 | i | 44 | -1.1 | -0.23 | 0.023 | 9.2 | 691 | i | -16 | 1240 | 7% | 2.4 | -0.19 | -8 | -4 | 1056 | 1.8 | 0.4 |
| 32 | O=C(Cc1coc2cc3c(cc12)CCC3)OCc1cc(=O)n2c(n1)sc1ccccc12 | 2.9 | i | -2 | 0.94 | -0.19 | -0.42 | 0.6 | 694 | i | -1 | 1284 | -2% | 0.3 | 0.23 | 17 | 0 | 1045 | 4.6 | 0.031 |

Source: PubChem

The list is partial; rates above refer to the full screens.
